RmlC RmlD mix = inhibitors of RmlC and RmlD coupled enzymes; RmlC/RmlD coupled enzyme inhibition, 384-well mixture HTS; inhibition, % at 5.5 µM; 110,000 compounds, 0.39% hits; AID 1532; in the data active = inhibition above about 30%, passing the limit was not always enough; inconclusive = no clear call, values can overlap the other calls; note: strong numbers were not always called active
RT RNaseH block = blocks HIV-1 RNase H cleavage of RNA/DNA duplex; 65,000 compounds, 1.9% hits; RT-RNase H RNA/DNA duplex cleavage, fluorescence; P04585; inhibition, % at 10 µM; AID 565; in the data active = inhibition above about 50%
Starred values were filed as active, the others as inactive; i = inactive; u = inconclusive; x = not tested or not shown. This is a subset, so the mix of outcomes need not match the whole.

SMILES	RmlC RmlD mix	RT RNaseH block
O=C(c1ccco1)N1CCN(C(=O)C2c3ccccc3Oc3ccccc32)CC1	-8	-30
CCN1C(=O)NC(c2cccnc2)C(C(=O)OC)=C1C (centres undefined)	-17	2
Cc1cc(NC(=O)CSc2nc(-c3ccc(Cl)cc3)cs2)no1	7	x
OCCSc1nc2ccccc2n1CCOc1ccccc1	-3	x
O=C(c1ccc(F)cc1F)N1CCN(c2ncccn2)CC1	6	x
COc1cc(C2NC(=O)NC(c3ccccc3)=C2C(C)=O)ccc1OCC(=O)O (centres undefined)	-15	-7
COc1ccc(-c2cc(C(=O)N/N=C/c3ccc(OC)c(COCC(F)(F)C(F)F)c3)c3ccccc3n2)c(OC)c1	-28	x
O=C(CCN1CCCCCC1)Nc1cccc(Cl)c1	-7	-9
CCOC(=O)N1CCC(N2Cc3cccc(C(=O)NC(C)c4ccc5c(c4)OCCO5)c3C2=O)CC1 (centres undefined)	11	-1
O=C1OCC/C1=C\c1ccccc1O	-4	x
CCC(=O)c1ccc(OCC(O)CN(C)C2CCCCC2)cc1 (centres undefined)	-12	-2
O=C(CCN1CCN(c2ccccc2)CC1)Nc1ccc(OCc2ccccc2)cc1	4	x
Cc1ccc(-n2nc(C(=O)O)nc2-c2ccccc2)cc1	11	x
CCOC(=O)CCC(=O)NCc1ccc2c(c1)cc(C)n2C	7	-3
COc1ccc(CN2CCN(c3cccc(C)c3C)CC2)cc1OC	11	-10
COCc1cc(C)nc(SCC(=O)Nc2cccc(C)c2C)c1C#N	-10	-4
CC(C)c1ccc(S(=O)(=O)N2CCN(CC(=O)Nc3ccc4c(c3)OCO4)CC2)cc1	7	-11
CC1CCCC(N2CCN(C(=O)c3cccc(F)c3)CC2)C1 (centres undefined)	9	x
Cc1ccc(S(N)(=O)=O)cc1NC(=O)C1CC2CCC1C2 (centres undefined)	-18	x
CCOC(=O)C(C)On1c(-c2cccc(Cl)c2)nc2ccc([N+](=O)[O-])cc21 (centres undefined)	-16	x
CC1Cc2ccccc2N1S(=O)(=O)c1cccs1 (centres undefined)	-16	-83
CC(CN1CCCCC1)OC(=O)c1ccc(Cl)cc1Cl (centres undefined)	-9	-2
O=C(c1ccco1)N1CCN(C(=O)c2ccccc2OC(=O)C23CC4CC(CC(C4)C2)C3)CC1	-31	3
Cn1cnnc1SCc1ccc(-c2ccc(Br)cc2)o1	39	-5
Cn1nc(-c2ccccc2)c(COC(=O)c2cccc(Cl)c2)c1S(=O)(=O)c1ccccc1	-2	x

An excerpt of these results, with bars between the fields.
structure | RmlC RmlD mix | RT RNaseH block
O=C(c1ccc(F)cc1F)N1CCN(c2ncccn2)CC1 | 6 | x
COc1cc(C2NC(=O)NC(c3ccccc3)=C2C(C)=O)ccc1OCC(=O)O (centres undefined) | -15 | -7

Returning to the listing with the 3 entries that preceded the break.
SMILES	RmlC RmlD mix	RT RNaseH block
O=C(c1ccco1)N1CCN(C(=O)c2ccccc2OC(=O)C23CC4CC(CC(C4)C2)C3)CC1	-31	3
Cn1cnnc1SCc1ccc(-c2ccc(Br)cc2)o1	39	-5
Cn1nc(-c2ccccc2)c(COC(=O)c2cccc(Cl)c2)c1S(=O)(=O)c1ccccc1	-2	x
CC/C=C/C(=O)N1CC2(CC(c3cccc(NC(=O)CC(c4ccccc4)c4ccccc4)c3)=NO2)C[C@@H]1C(N)=O (some centres undefined)	5	x
O=C(c1c(F)c(F)c(F)c(F)c1F)N1CCc2ccccc21	-63	0
CC1CCCCN1C(=O)C1CC(c2ccc(F)cc2)=NO1 (centres undefined)	-4	-7
CCS(=O)(=O)N1CCC(c2nc(-c3ccc(C(F)(F)F)cc3)no2)CC1	9	-3
C=CCn1c(CSc2nc3ccccc3s2)nnc1SCC(=O)NCc1cccnc1	-14	x
CN1C[C@@H]2C(c3ccccc3)C3(c4cccnc4)CC2(C3)[C@H]1c1ccccc1 (some centres undefined)	-16	x
Cc1cc(C)nc(N2C(=O)CC(C(C)c3ccccc3)C2=O)n1 (centres undefined)	5	-5
Clc1ccc(Sc2ccc(/C=N/n3cnnc3)o2)cc1	-6	x
CC1(c2ccccc2)CC(C)(C)N2C(=O)C3(C(C#N)=C(N)Oc4cc(O)ccc43)c3cccc1c32 (centres undefined)	-1	x
CCOC(=O)CNC(=O)C(Cc1ccccc1)NS(=O)(=O)c1cccs1 (centres undefined)	6	-2
Cc1cccc(C)c1NC(=O)c1ccc(-n2cnnn2)cc1	0	-13
CC(=NCc1ccc(F)cc1)c1c(O)n(C)c(=O)n(C)c1=O	1	-19
CCN1C(=O)/C(=C2\SC(N3CCCCC3)=NC2=O)c2ccccc21	-4	-6
COc1cc(SC)ccc1C(=O)NCC1CCCO1 (centres undefined)	-1	-22
Cc1ccc2c(c1)nnn2C1CCN(CC(=O)Nc2ccc3c(c2)OCCO3)CC1	3	-1
CCNc1nc(NCc2ccccc2)nc(Oc2ccc(=O)[nH]n2)n1	-17	-8
CC(=O)NC1C(=O)SC1(C)C (centres undefined)	u	-3
CCOC(=O)N1CCC(NC(=O)C2CCCN(S(=O)(=O)c3cccc4nsnc34)C2)CC1 (centres undefined)	-1	-9
O=[N+]([O-])c1ccc(N2CCCCCC2)c([N+](=O)[O-])c1	-8	x
O=C1c2[nH]nc(-c3ccccc3O)c2C(c2ccccc2F)N1Cc1ccco1 (centres undefined)	-11	7
COc1cc(NS(=O)(=O)c2ccc(C)c(C)c2)c(OC)cc1Cl	35	x
CCN(CC)CC(=O)Nc1ccc(-c2nc3cc(NC(=O)CN(CC)CC)ccc3o2)cc1	-27	3
CC1(C)Cc2c(C#N)c(N3CCN(C(=O)c4ccccc4)CC3)nc(Cc3ccccc3)c2CO1	0	x
O=C(CN1CCN(C(=O)c2ccco2)CC1)Nc1cc(Cl)ccc1Cl	8	x
Cc1ccc(S(=O)(=O)N(C)Cc2nc(-c3ccc(Br)cc3)no2)cc1	10	-49

Following part.
SMILES	RmlC RmlD mix	RT RNaseH block
O=C(NCc1cccnc1)[C@@H]1CC=C[C@@H]2CCN(Cc3ccccc3)C(=O)[C@@H]21	8	x
COc1ccc2c(c1)cc(C)c1nnc(SCC(=O)N(C)c3nc(-c4ccccc4)cs3)n12	-7	x
c1ccc(C2CC(c3ccccc3)n3ncnc3N2)cc1 (centres undefined)	x	-8
CN(C)CCOC(=O)CCc1ccccc1	-9	-2
Cc1cccc(C(=O)n2c(=S)nc3ccccn32)c1	-10	x
O=C1CCN(CCc2ccccc2)CCN1[C@H](CSc1ccc(Br)cc1)Cc1ccccc1	8	x
c1ccc2c(c1)C(=Nn1cnnc1)c1ccccc1-2	12	-42
CCNC(=O)CC1C(=O)N(c2ccccc2)C(=O)N1CCC(C)C (centres undefined)	4	-3
CC(C)C(=O)Nc1cccc(C(=O)Nc2nncs2)c1	9	-4
Cc1ccc(Oc2nccc(-c3ccc(Cl)cc3)n2)cc1	0	x
CCOc1ccc(S(=O)(=O)n2nc(C)cc2C)c2ccccc12	-10	-53
C=CCNC(=O)/C(=C\c1ccc([N+](=O)[O-])cc1)NC(C)=O	9	x
CS(=O)(=O)N(CC(=O)NCc1ccco1)c1ccc2c(c1)OCO2	9	5
Cc1nnc(NC(=O)CCCN2C(=O)c3ccccc3C2=O)s1	8	0
CCN(CC)S(=O)(=O)c1ccc(N=Nc2c(C)[nH]n(C(N)=S)c2=O)cc1	i	x
CCCN1CCC(=O)N([C@H](CSc2ccc(Br)cc2)c2ccccc2)CC1	11	x
COc1ccc2[nH]c3c(c2c1)CCNC3=O	24	x
COC(=O)c1ccccc1CON1C(=O)C(C)(C)N(OCc2ccccc2C(=O)OC)C(=O)C1(C)C	-4	x
O=c1cc(CSc2ccc(Cl)cc2)nc(N2CCCCC2)[nH]1	-16	-22
COc1ccc(C(=O)/C=C/c2ccccc2F)c(OC(=O)c2ccc([N+](=O)[O-])cc2)c1	5	x
C=CCn1c(CNc2ccc(C)cc2)nnc1SCC(=O)N/N=C/c1ccc(O)cc1O	5	x
CC(=O)N1CCC2(CC1)CC(=O)c1cc(OCC(=O)NCc3ccco3)ccc1O2	-3	4
CS(=O)(=O)N(CC(=O)N1CCN(c2ccccc2)CC1)c1ccccc1Cl	-8	x
CCC(=O)N1CCN(c2nc(-c3ccccc3)c3c(c2C#N)CCCC3)CC1	-11	-23
COc1ccc(N(C(=O)c2ccco2)S(=O)(=O)c2ccccc2)cc1	-2	x

Three compounds out of the list, arranged by length of the SMILES, highest first:
SMILES	RmlC RmlD mix	RT RNaseH block
C=CCn1c(CNc2ccc(C)cc2)nnc1SCC(=O)N/N=C/c1ccc(O)cc1O	5	x
COc1ccc(N(C(=O)c2ccco2)S(=O)(=O)c2ccccc2)cc1	-2	x
CS(=O)(=O)N(CC(=O)NCc1ccco1)c1ccc2c(c1)OCO2	9	5

New compounds follow
SMILES	RmlC RmlD mix	RT RNaseH block
CCNC(=O)/C(=C\c1ccc2c(c1)OCO2)NC(=O)c1ccc(Br)cc1	-5	x
Cn1c(NCc2c(O)ccc3ccccc23)nc2ccccc21	-2	x
O=S(=O)(c1ccc(SCCO)nc1)N1CCCC1	9	-1
CCC(=O)OCCn1c(Br)nc2c1c(=O)[nH]c(=O)n2C	11	-4
CC(=O)c1cc2c(cc1NC(=O)CCCC(=O)O)OCO2	8	4
Cc1ccc(NC(=O)NNS(=O)(=O)c2ccc(Br)cc2)cc1	4	x
COc1cnn(-c2cc(Oc3ccc(C)cc3)ncn2)c(=O)c1Cl	-6	x
CCCCOc1ccc(C(=O)CCNC(C(=O)O)C(C)CC)cc1 (centres undefined)	x	-3
CC1=CC(C)(C)N(C(=O)CSc2ncn[nH]2)c2ccccc21	4	x
COc1ccc(/C=N/N=C2\CC3CCC2(C)C3(C)C)cc1O (centres undefined)	6	x
Cc1ccc(C(=O)CSc2nnc(-c3ccccc3N)n2C)cc1	-6	-8
Cc1cccc(-c2nnc(SCC(=O)Nc3nc4c(s3)CCCC4)n2C)c1	-11	x
O=C(O)c1cccnc1SC1CC(=O)N(Cc2ccccc2)C1=O (centres undefined)	-12	6
CC(C)CCN1C(=O)c2ccccc2C1C(=O)NCc1cccnc1 (centres undefined)	8	x
COC(=O)C1=C(C)N(c2ccccc2)/C(=C/c2cccs2)C1=O	14	x
Cc1ccc2cc(/C=N/NC(=O)CN3CCOCC3)c(Cl)nc2c1	6	x
O=[N+]([O-])c1cc(Cl)cc(C2=NCCN2)c1	-18	x
Cc1ccn(C(=O)c2cc3c(C)nn(-c4ccccc4)c3s2)n1	-130	x
COC1=C(N)C(=O)c2nc(-c3nc(C(=O)O)c(C)c(-c4ccc(OC)c(OC)c4O)c3N)ccc2C1=O	16	x
COc1cc(NC(=O)c2nccn2C)cc(C(=O)Nc2cccc(C(F)(F)F)c2)c1	-30	x
CCCOC(=O)c1cc(=O)[nH]c2ccccc12	-4	-5
CC(c1ccccc1)N1CC(C(=O)N2CCN(c3ccccc3)CC2)CC1=O (centres undefined)	-9	-17
CCOC(=O)c1c(-c2ccc(Cl)cc2)c(C#N)c(=O)n(N)c1N	5	x
CCn1c(C(=O)N2CCC(C(=O)NCc3cccs3)CC2)cc2sccc21	0	-11
CCC(=O)NC(=S)Nc1ccccc1C(F)(F)F	-9	x

Gathered by group, the entries above with a nitro group on carbon
SMILES	RmlC RmlD mix	RT RNaseH block
CCOC(=O)C(C)On1c(-c2cccc(Cl)c2)nc2ccc([N+](=O)[O-])cc21 (centres undefined)	-16	x
O=[N+]([O-])c1ccc(N2CCCCCC2)c([N+](=O)[O-])c1	-8	x
C=CCNC(=O)/C(=C\c1ccc([N+](=O)[O-])cc1)NC(C)=O	9	x
COc1ccc(C(=O)/C=C/c2ccccc2F)c(OC(=O)c2ccc([N+](=O)[O-])cc2)c1	5	x
O=[N+]([O-])c1cc(Cl)cc(C2=NCCN2)c1	-18	x

Source: PubChem
